# Compound activity deposited in PubChem by several laboratories.
# PLK1 PBD inh: Plk1 polo box domain binding inhibitors, primary screen, biochemical, fluorescence polarization; Serine/threonine-protein kinase PLK1 (Homo sapiens), P53350; Plk1 PBD phosphopeptide binding; inhibition, %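 (tested at about 20 µM)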; 97,000 compounds, 0.13% hits; in the data active = inhibition above about 34%, passing the limit was not always enough
# ERa coact inh: ERα–SRC-1 coactivator interaction inhibitors, primary screen, biochemical, TR-FRET, ERα LBD, estradiol-bound | inhibition, % at 25.6 µM | 86,000 compounds, 1.7% hits | TR-FRET ER-alpha LBD / SRC-1 peptide; in the data active = inhibition above about 50%;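 also: 0% = receptor plus peptide control and 100% = peptide only without receptor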
# ERa SRC1 pot: enhancers of ERα–SRC-1 coactivator binding, primary screen, biochemical, TR-FRET, ERα LBD, low estradiol. 86,000 compounds, 1.3% hits. AID 639, 2007. TR-FRET ERalpha-LBD/SRC-Cy5 coactivator binding, 2 h; 100 = basal binding, no effect. coactivator binding (% of control), % at 25.6 µM; in the data active = activity above about 200%;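 also: binding measured in presence of low estradiol as agonist stimulus; 0% = peptide alone without receptor and 100% = receptor with peptide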
# CD11b adhes inh: inhibitors of CD11b/CD18 adhesion to fibrinogen, primary screen, K562 cells, luminescence | ATPlite luminescence; Mn2+ added to activate the integrin | 93,000 compounds, 0.54% hits | Integrin beta-2 (Homo sapiens) + Integrin alpha-M (Homo sapiens), P05107+P11215 | inhibition, % at 10 µM;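 active = primary inhibition of 50% or more at 10 µM, then 40% or more on retest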; also: some results filed as inactive read as strong as hits
# FAK inh: FAK kinase inhibitors, primary screen, biochemical; biochemical FAK kinase activity assay; AID 727, 2007; inhibition, %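 (tested at 7 µM)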; 97,000 compounds, 0.84% hits; Focal adhesion kinase 1 (Homo sapiens), Q05397; in the data active = inhibition above about 19%;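 also: 0% = DMSO and 100% = reference compound high control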
# PLK1 kinase inh: human PLK1 kinase inhibitors, primary screen, biochemical, TR-FRET; inhibition, % at 10 µM; Serine/threonine-protein kinase PLK1 (Homo sapiens), P53350; 97,000 compounds, 0.53% hits; recombinant PLK1 kinase, TR-FRET peptide phosphorylation;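 active = inhibition of 50% or more in the single-concentration screen; inactive = inhibition below 50%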;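 also: 0% = DMSO max control and 100% = H-89 dihydrochloride min control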
# ERb coact inh: inhibitors of ERβ-SRC1 coactivator interaction, primary screen, biochemical, TR-FRET, ERβ LBD, SRC-1 peptide; Estrogen receptor beta (Homo sapiens), Q92731; TR-FRET ER-beta LBD / SRC1-Cy5 peptide binding; receptor agonist-loaded with 1 µM estradiol; inhibition, % at 25.6 µM; 86,000 compounds, 1.3% hits;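 active = compounds whose percent inhibition of the receptor-coactivator binding signal exceeds about 50% in the single-dose screen, limit read from the data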;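 also: 0% = receptor plus peptide wells without compound and 100% = peptide-only wells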
# Target sequence (Q92731 whole entry, looked up, the tested form may be a part): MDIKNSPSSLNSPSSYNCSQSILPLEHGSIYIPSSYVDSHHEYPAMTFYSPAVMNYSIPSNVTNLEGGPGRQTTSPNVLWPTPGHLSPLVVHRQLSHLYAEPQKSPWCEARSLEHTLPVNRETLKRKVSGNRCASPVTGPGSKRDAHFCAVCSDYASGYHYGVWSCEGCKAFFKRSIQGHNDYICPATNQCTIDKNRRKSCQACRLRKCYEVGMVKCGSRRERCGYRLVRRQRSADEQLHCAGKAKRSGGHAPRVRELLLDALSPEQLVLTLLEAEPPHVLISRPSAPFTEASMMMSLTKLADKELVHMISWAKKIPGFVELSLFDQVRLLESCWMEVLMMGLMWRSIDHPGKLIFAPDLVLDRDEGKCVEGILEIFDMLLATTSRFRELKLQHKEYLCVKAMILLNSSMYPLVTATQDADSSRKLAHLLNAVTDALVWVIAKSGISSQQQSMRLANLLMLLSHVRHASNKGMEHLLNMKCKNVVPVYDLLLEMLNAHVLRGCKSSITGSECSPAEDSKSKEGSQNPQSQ
# Mac1 fbg enh: enhancers of CD11b/CD18 adhesion to fibrinogen, primary screen, K562 cells, luminescence; Integrin beta-2 (Homo sapiens) + Integrin alpha-M (Homo sapiens), P05107+P11215; ATPlite luminescence; activation, % at 10 µM; 93,000 compounds, 0.07% hits; AID 1499, 2009;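 active = 10 µM primary screen giving 50% or more activity, confirmed by 40% or more on retest at that dose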; also: strong numbers were not always called active
# Rev-RRE block: HIV-1 Rev-RRE binding inhibitors, primary screen, biochemical, FRET, protein-RNA interaction | 97,000 compounds, 0.79% hits | AID 704, 2007 | Rev peptide-RRE RNA binding | P05866 | inhibition, % at 8 µM;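 active = inhibition above the screen-wide mean plus 3 SD, cut at about 35% in these data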;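 also: 0% = median DMSO wells and 100% = median Neomycin B control wells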
# Target sequence (P05866 whole entry, looked up): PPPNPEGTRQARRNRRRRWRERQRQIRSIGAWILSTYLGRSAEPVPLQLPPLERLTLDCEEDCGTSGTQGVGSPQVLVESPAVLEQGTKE
#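 Test system – labelled RRE RNA duplex and labelled Rev peptide · Signal – fluorescein-to-Cy5 FRET, 480 nm excitation · Evaluation – % inhibition of FRET ratio versus controls · Benchmarks – DMSO low control, neomycin B high control · Incubation – 5 min RNA-compound premix plus 15 min binding step, 25 °C · Medium – HEPES pH 7.5 salt buffer with EDTA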
# Active calls of the source: *; · = no result given; [ ] = dose if it differs, or a comment.
SMILES,PLK1 PBD inh,ERa coact inh,ERa SRC1 pot,CD11b adhes inh,FAK inh,PLK1 kinase inh,ERb coact inh,Mac1 fbg enh,Rev-RRE block
CCCCc1nn(-c2cc(Cl)ccc2OC)c2c1C(=O)CC(C)(C)C2,10,18[fluorescence artefact?],87,-4,-1,-13,6[fluorescence artefact?],-8,9
COc1ccc(S(=O)(=O)Nc2ccc(C(F)(F)F)cc2)cc1OC,3,-2,103[fluorescence artefact?],11,1,-7,3,-1,22
COc1ccc(NC(=O)C2CCCCN2S(=O)(=O)c2ccc(F)cc2)c(OC)c1 (stereo not drawn),18,2,108,10,-5,-7,10,-3,2
O=C1C2CCCN2C(c2ccc(Br)cc2)N1c1ccc(F)cc1 (stereo not drawn),6,-1,103,2,-2,1,-11,-8,2
Cc1ccc(CC(=O)Nc2nc3ccccc3[nH]2)cc1C,6,-7,120,8,1,-3,5,3,5
Cn1cccc1/C=C1\SC(=O)N(CC(=O)Nc2ccc(Cl)cc2)C1=O,0,·,·,·,5,-7,·,·,8
O=C(Cc1c[nH]c2ccccc12)NCc1ccc2c(c1)OCO2,-4,-6,106,7,6,-5,-5,-6,7
O=C(Nc1ccc(F)cc1)c1oc2ccccc2c1NC(=O)C1CCCC1,-12,-16,115,·,-7,-107,-15[fluorescence artefact?],·,4
O=c1c2c3c(sc2n(CCN2CCCC2)c(=O)n1Cc1ccco1)CCCCC3,·,-2,115,0,·,·,-12,-2,·
Cc1cc(=O)[nH]c(SCC(=O)Nc2ccc(S(=O)(=O)N3CCCCC3)cc2)n1,-15,5,107,3,-2,-8,21,-2,4
O=[N+]([O-])c1nn(-c2ccc3c(c2)OCCO3)n(O)c1=NC1CCCCCC1,3,-4,105,-35,0,-10,-14,0,12
Cc1ccnc(NS(=O)(=O)Cc2ccccc2)c1,8,21,93,·,-2,-5,25,·,2
N#Cc1cc(-c2ccccc2)nnc1Oc1ccccc1Cl,-4,·,·,-8,-6,-8,·,-6,3
Cc1nn(C)c(Oc2cccc(Cl)c2)c1C(=O)O,-16,·,·,-2,-6,-5,·,0,7
CCn1c(SCC(=O)Nc2cccc(C)n2)nnc1-c1ccco1,8,4[fluorescence artefact?],113,2,-1,-5,1[fluorescence artefact?],-2,2

# An excerpt of these results, tab-delimited.
Compound	PLK1 PBD inh	ERa coact inh	ERa SRC1 pot	CD11b adhes inh	FAK inh	PLK1 kinase inh	ERb coact inh	Mac1 fbg enh	Rev-RRE block
Cc1ccnc(NS(=O)(=O)Cc2ccccc2)c1	8	21	93	·	-2	-5	25	·	2
CCn1c(SCC(=O)Nc2cccc(C)n2)nnc1-c1ccco1	8	4[fluorescence artefact?]	113	2	-1	-5	1[fluorescence artefact?]	-2	2
COc1ccc(NC(=O)C2CCCCN2S(=O)(=O)c2ccc(F)cc2)c(OC)c1 (stereo not drawn)	18	2	108	10	-5	-7	10	-3	2

# More entries follow.
SMILES,PLK1 PBD inh,ERa coact inh,ERa SRC1 pot,CD11b adhes inh,FAK inh,PLK1 kinase inh,ERb coact inh,Mac1 fbg enh,Rev-RRE block
CCNC(=S)NCCN1CCCCC1,-2,0,107,-17,-1,-2,19,-3,8
Cc1ccc(Cl)cc1NC1=NC(=S)N(C(C)C)C12CCCCC2,-6,0,85,·,2,-9,17,·,4
Cn1c(-c2ccccc2)cnc1N,3,-12,98,7,-3,5,-9,4,-4
Cc1cc(NS(=O)(=O)c2ccc(NC(=O)C(C(C)C)N3C(=O)c4ccccc4C3=O)cc2)nc(C)n1 (stereo not drawn),-20,8,97,·,6,-10,8,·,6
O=C(/C=C/c1ccc(Cl)cc1)NCCSc1ccccc1,-9,·,·,-6,2,-15,·,4,0
Cc1nnc(-c2ccccc2)c[n+]1[O-],4,-13,112,-21,1,-5,-3[fluorescence artefact?],-1,8
[O-][N+]12CCN(CC1)c1ccccc12,-12,28,119[fluorescence artefact?],-3,-1,77*,26,-1,4
COc1ccc(NC2CS(=O)(=O)CC2NCc2ccccc2)cc1 (stereo not drawn),-7,-8,107[fluorescence artefact?],·,-3,-11,-13,·,3
CC(=O)Nc1c(C#N)c(C(C)(C)C)cn1C,-3,-11,107,1,-2,-8,0,-1,4
O=C(O)CCc1ccc(-c2ccccc2)n1CC(=O)O,1,-32,85,1,-2,-5,-3,-2,-3
CC1CCCCN1CCNC(=O)C1CCN(S(=O)(=O)c2cccc3cccnc23)CC1 (stereo not drawn),-3,29,88,9,2,-7,6,0,19
Clc1cccc(Cl)c1Cn1cnc2c(N3CCCCCC3)ncnc21,2,-4,54,-26,3,-6,-6,8,10
Cc1ccccc1N1CC(=O)N(c2ccccc2C)CC1=O,1,-10,100,-7,-1,-11,-8,-6,1
Cc1ccc(NC(=O)NC2CCN(CC(=O)Nc3nccs3)CC2)cc1,-8,-8,136,-2,5,12,-23[fluorescence artefact?],-3,3
COc1ccc(C(c2nnnn2Cc2ccccc2)N2CCN(C(=O)c3ccco3)CC2)cc1OC (stereo not drawn),6,-3,115,-6,-2,-3,-4,0,7

# Profiles, quoted from the list. Order of values: PLK1 PBD inh	ERa coact inh	ERa SRC1 pot	CD11b adhes inh	FAK inh	PLK1 kinase inh	ERb coact inh	Mac1 fbg enh	Rev-RRE block
# Cn1c(-c2ccccc2)cnc1N as listed: 3	-12	98	7	-3	5	-9	4	-4
# Clc1cccc(Cl)c1Cn1cnc2c(N3CCCCCC3)ncnc21 as listed: 2	-4	54	-26	3	-6	-6	8	10
# COc1ccc(NC2CS(=O)(=O)CC2NCc2ccccc2)cc1 (stereo not drawn) as listed: -7	-8	107[fluorescence artefact?]	·	-3	-11	-13	·	3
# COc1ccc(C(c2nnnn2Cc2ccccc2)N2CCN(C(=O)c3ccco3)CC2)cc1OC (stereo not drawn) as listed: 6	-3	115	-6	-2	-3	-4	0	7
# Cc1ccc(NC(=O)NC2CCN(CC(=O)Nc3nccs3)CC2)cc1 as listed: -8	-8	136	-2	5	12	-23[fluorescence artefact?]	-3	3

# Further structures follow.
SMILES,PLK1 PBD inh,ERa coact inh,ERa SRC1 pot,CD11b adhes inh,FAK inh,PLK1 kinase inh,ERb coact inh,Mac1 fbg enh,Rev-RRE block
CCOCCc1nnc(N)s1,-9,3,113[fluorescence artefact?],2,0,-9,-30,-4,7
Cc1cc(N2CCCCCC2)nc2ccccc12,10,·,·,14,4,-19,·,2,5
CCOC(=O)Oc1ccc2c(c1)C(C)=CC(C)(C)N2C(=O)OCC,-1,-4,122,-9,-2,-8,-1,2,3
Cc1ccc(N(C(C)C(=O)Nc2cc(Cl)ccc2Oc2ccccc2)S(C)(=O)=O)cc1 (stereo not drawn),-8,·,·,·,2,-8,·,·,9
Cc1ccc(S(=O)(=O)NC(CC(C)C)C(=O)Oc2ccc3c4c(c(=O)oc3c2)CCC4)cc1 (stereo not drawn),-4,·,·,·,3,-16,·,·,6
CC1(C)OC(=O)C(=NNc2ccc(Cl)cc2)C(=O)O1,4,·,·,-7,-1,-8,·,-2,3
CSCCC(NS(=O)(=O)c1ccc2c(c1)oc(=O)n2C)C(=O)NC1CCC(C)CC1 (stereo not drawn),·,1,88,-14,·,·,-6[fluorescence artefact?],0,·
CCN1CCN(C(c2cccs2)C(C)NC(=O)NC2CCCCC2)CC1 (stereo not drawn),15,7,123[fluorescence artefact?],-3,-4,1,1,6,1
Cc1ccc(N2CCN(C(=O)CN3C(=O)c4ccccc4C3=O)CC2)cc1,-9,-5,93[fluorescence artefact?],7,0,-8,0,-9,8
O=C1CN(C(=O)c2ccc(Br)o2)C(c2ccccc2)c2cc(F)ccc2N1 (stereo not drawn),22,12,63,-12,-8,1,30[fluorescence artefact?],-2,4
CCCCC(=O)Nc1sc2c(c1-c1nc3ccccc3s1)CCN(C(C)=O)C2,-16,·,·,13,2,-19,·,81,19
CCOC(=O)c1c(NC(=O)c2ccccc2)sc2c(O)c(CN(CC)CC)ccc12,-15,·,·,10,-1,-1,·,10,5
Cc1nn(Cc2ccc(C(=O)NC3CCCCC3)o2)c(C)c1Br,-3,-2,118[fluorescence artefact?],-4,1,-2,-7,0,6
CS(=O)(=O)N(CC(=O)N1CCCCC1)c1ccc(Cl)c(C(F)(F)F)c1,2,-4,103[fluorescence artefact?],·,-4,-5,1,·,5
COc1ccc(NC(=O)CSc2ncnc3c2cnn3CCc2ccccc2)cc1,-1,·,·,·,7,-6,·,·,8
Cc1cc(C)c2[nH]c(=O)c(C(c3nnnn3C(C)(C)C)N3CCN(C(=O)c4ccco4)CC3)cc2c1 (stereo not drawn),1,4,96,-14,4,1,-9,-2,-2
O=C(CSc1nnc(C2CC2)n1-c1ccccc1)NCCc1ccccc1,-21,·,·,-23,-1,-15,·,-4,10
O=C(Nc1cccc(NC(=O)c2cccnc2Cl)c1)c1ccco1,-15,-16,94,·,-1,-8,-12,·,3
Cc1cccc(C)c1NC(=O)Cn1c(=O)n(CCCC(=O)NCc2ccco2)c(=O)c2sccc21,-12,-2,119,-7,-3,-15,-8,-4,-5
Cc1cccc(NC(=S)N/N=C/c2cccc([N+](=O)[O-])c2)c1,14,·,·,7,-7,-6,·,1,-4
COc1ccc(OCC(=O)OC(C)CN2CCOCC2)cc1 (stereo not drawn),-1,-8,105,·,0,-11,-1[fluorescence artefact?],·,5
CCOC(=O)Cn1c(C(=O)OCC)cc2sccc21,·,2,121,15,·,·,6,0,·
CC(=O)N1CCN=C1SCc1ccc(Cl)cc1,·,-5,96,5,·,·,-7,6,·
CCOC(=O)c1cnc(SCC(=O)Nc2ccc3c(c2)OCCO3)nc1N,-2,-7,103,-13,-3,1,4,-3,7
Cc1cc2oc(=O)cc(CSc3nc(N)cc(N)n3)c2cc1C(C)C,31,-6,95,-17,2,-8,-7,8,7
CCN(CC)CCCC(C)NC1=NCCCCC1 (stereo not drawn),-31,-1,112,-10,2,-5,1,4,12
